PAX8 reporter – PAX8 transcriptional activity inhibition; RMG-I TPO-luciferase reporter, SteadyGlo, 24 h; inhibition, % at 12.6 µM; hit rate 1.2% among 360,000; AID 652154;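 active = mean replicate inhibition at least 60% with every replicate also reaching 60%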;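 note: luciferase light reporting Pax8 driven TPO promoter activity; plate controls were median of neutral control wells for no effect and mitoxantrone controls for full effect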
FN deposition inh – fibronectin deposition inhibition; inhibition, % at 12.6 µM; AH1F fibroblasts, Alexa488-fibronectin deposition fluorescence, overnight; hit rate 0.086% among 350,000; AID 743247;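 active = mean inhibition across replicates of 30% or more, regardless of how many single replicates reach that level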;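 note: positive control wells lacked labelled fibronectin entirely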
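Schedule: 1 h cell adhesion before compound, then overnight fibronectin incubation; test system: AH1F fibroblast monolayer depositing Alexa488-labelled fibronectin into matrix; quantity: 10000 AH1F cells per well; probe or stimulus: fluorescent fibronectin at 24 nM final; signal: fluorescence, ex 485 nm, em 525 nm; evaluation: percent inhibition as loss of matrix-bound fibronectin fluorescence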
CFTR F508del cor – correctors of CFTR F508del function in bronchial epithelial cells. CFBE cells, YFP halide quenching; stimulated with forskolin plus potentiator P3; % fluorescence drop versus neutral controls. activity (quench increase), % at 7.58 µM. hit rate 0.36% among 350,000;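 active = mean added fluorescence quench of at least 8% versus neutral control, with both replicates also reaching 8%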;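 note: cells transiently co-express mutant CFTR-F508del with the halide-sensitive YFP; corrector assay measuring rescue of mutant channel to the surface after 24 h compound exposure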
INS-1E GSIS act – primary screen for activators of insulin secretion dependent on glucose, INS-1E cells, GLuc reporter luminescence; activation, % at 16.6 µM; INS-1E GLuc reporter insulin secretion, 2-3 h; hit rate 0.61% among 370,000;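 active = lowest replicate activation of at least 40%, so every replicate reaches that level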;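 note: 0% = median of neutral control wells and 100% = median of IBMX positive control wells; some compounds called inactive have numbers as strong as hits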
miR-122 sensor – inhibitors of miR-122 in Huh7 cells | AID 602342 | Huh7 miR-122 Renilla luciferase sensor, 48 h; neutral wells = 0, positive control = 100 | activation (reporter increase), % at 12.5 µM | hit rate 0.3% among 340,000;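 active = mean replicate activation score at least 90 and every replicate individually at or above 90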;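 note: higher luciferase means less miR-122 activity so hits act as miR-122 inhibitors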
EWS-Fli inh – blocks EWS/Fli oncoprotein-driven transcription; A673 NR0B1-luciferase reporter, viability-normalised; inhibition, % at 12.6 µM; hit rate 0.67% among 350,000; AID 651661;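 active = mean inhibition of at least 50% after viability correction, with every replicate also passing that limit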;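 note: firefly luciferase signal divided by Alamar Blue viability fluorescence both relative to DMSO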
DENV2 CPE – DENV2-induced cell death inhibition; hit rate 1.7% among 350,000; CPE inhibition, % at 9.99 µM; DENV2-infected cells, cytopathic effect rescue, plate reader; in the data active = CPE inhibition above about 20%, passing the limit was not always enough; tested in BHK-21 cells;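 note: 0% = median of neutral control wells and 100% = median of positive control wells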
Numbers without * were called inactive; x = not tested or not shown; & = joins results of further samples; [ ] = another dose, or the depositor's remark.

SMILES	PAX8 reporter	FN deposition inh	CFTR F508del cor	INS-1E GSIS act	miR-122 sensor	EWS-Fli inh	DENV2 CPE
Cc1cc(C)n2c(NC3CCCCC3)c(-c3cccnc3)nc2n1	-13.8	-0.1	0.1	2.3	x	-17.7	3.8
COc1ccc(-c2nc(CC(=O)Nc3cccc(S(=O)(=O)NC4=NCCC4)c3)cs2)cc1	74.3*	-1.7	4.4	-6.9	x	-9.1	-4.1
NC1=NC[C@H](c2ccccc2)N1CCCCC1CCCCC1	15.8	10.0	3.6	285.3*	7.2	4.7	x
O=C(C[C@@H]1C[C@@H]2c3cc(NC(=O)Nc4ccccc4)ccc3O[C@@H]2[C@@H](CO)O1)NCc1cccnc1	-1.6	-13.5	0.6	4.4	3.1[16.7 µM]	-12.2	4.9
Cc1ccc(-n2ncc(C(=O)NCC3CCN(C4CCCC4)C3)c2C2CCN(C(=O)OC(C)(C)C)CC2)cc1 (stereo not given)	11.0	-0.6	-2.2	-11.9	-3.4	11.3	-7.0
CC1CCC2C(=O)N(c3ccc(NC4CCCCC4)c([N+](=O)[O-])c3)C(=O)C2C1 (stereo not given)	7.6	-5.3	x	-37.4	x	x	x
CCCn1c(SCC(=O)c2cc(C)n(-c3cc(C)on3)c2C)n[nH]c1=O	14.7	0.7	-1.1	-5.5	x	2.8	1.1
COc1ccccc1-c1cnc2c(c1)C(=O)N([C@H](C)CO)C[C@@H](C)[C@@H](CN(C)Cc1ccc(F)cc1)O2	16.4	2.4	-2.8	-12.9	x	6.2	-1.0
Cn1c(SCc2ccccc2Cl)nnc1-c1cnccn1	-164.5	-8.8	x	x	-1.2	x	x
CCOC(=O)C1(CCc2ccccc2)CCN(Cc2ccc(OC)cc2)CC1	3.0	-5.8	0.9	11.6	x	4.1	4.7
O=C(OCCOCCOC(=O)Oc1ccccc1)Oc1ccccc1	2.5	-1.5	7.3	11.2	1.7	-4.2	-1.4
O=C(O)c1ccc(CNC(=S)Nc2ccccc2)cc1	-4.7	-4.4	2.4	-13.4	0.2	-4.1	0.3
Cc1occc1C(=O)Nc1ccc(OCc2ccccc2)cc1	-145.3	4.3	-1.2	-10.5	x	-84.1	0.8
O=C(Nc1ccc(F)cc1)N[C@H]1CC[C@@H](CCNS(=O)(=O)c2cccc(Cl)c2)O[C@H]1CO	16.1	-1.5	1.4	-8.0	x	13.6	-4.6
C[C@@H]1CN([C@H](C)CO)C(=O)Cc2cc(N(C)C)ccc2O[C@@H]1CN(C)Cc1ccc(Cl)c(Cl)c1	42.3	x	4.9	16.5	3.7[16.7 µM]	8.1	-8.8

Compound profiles, from the list above. Screens in order: PAX8 reporter	FN deposition inh	CFTR F508del cor	INS-1E GSIS act	miR-122 sensor	EWS-Fli inh	DENV2 CPE
Cc1cc(C)n2c(NC3CCCCC3)c(-c3cccnc3)nc2n1 is entered as -13.8	-0.1	0.1	2.3	x	-17.7	3.8
COc1ccc(-c2nc(CC(=O)Nc3cccc(S(=O)(=O)NC4=NCCC4)c3)cs2)cc1 is entered as 74.3*	-1.7	4.4	-6.9	x	-9.1	-4.1
NC1=NC[C@H](c2ccccc2)N1CCCCC1CCCCC1 is entered as 15.8	10.0	3.6	285.3*	7.2	4.7	x

Further records follow.
SMILES	PAX8 reporter	FN deposition inh	CFTR F508del cor	INS-1E GSIS act	miR-122 sensor	EWS-Fli inh	DENV2 CPE
Cc1c(NC(=S)N/N=C/C=C/c2ccc([N+](=O)[O-])cc2)c(=O)n(-c2ccccc2)n1C	1.5	2.5	x	-3.5	x	-3.6	10.4
CCOc1ccc(N(C)S(=O)(=O)c2ccc(C)c(C(=O)N3CCN(Cc4ccc5c(c4)OCO5)CC3)c2)cc1	5.7	5.4	2.6	x	-15.7	-0.9	4.4
COc1ccccc1N1CCN(CCN(C(=O)C2CCCCC2)c2ccccn2)CC1	-8.2&12.9	-3.0&-6.4	1.8&1.7	6.1&-1.0	0.4&2.1	-4.1&5.3	-5.5&1.3
COc1cc(/C=C/C(=O)O)ccc1OS(=O)(=O)c1cc(Br)ccc1C	8.4	1.4	-0.6	6.1	-1.5	7.5	-9.4
O=C(CCN1C(=O)c2ccccc2C1=O)Nc1sc2c(c1C(=O)NCC1CCCO1)CCC2 (stereo not given)	-3.0	5.3	x	-20.9	-9.1	x	x
CCCCn1c(=O)c(F)cn(Cc2ccc(OC)c([N+](=O)[O-])c2)c1=O	28.0	8.3	x	-1.3	1.6	x	-1.1
CCCCCCCCN1C(=O)[C@H](CC(=O)NCCc2ccccc2OC)C[C@@]2(C(=O)OC)CCCCC=C12	26.2	9.4	0.6	4.2	x	-1.1	-3.8
CCOc1ccc(NC(=O)C2CCCN(S(=O)(=O)c3ccc4[nH]c(=O)ccc4c3)C2)cc1 (stereo not given)	10.4	10.0	-2.1	13.6	7.5	x	-0.6
C[C@H](CO)N1C[C@H](C)[C@@H](CN(C)C(=O)NC2CCCCC2)Oc2ccc(NC(=O)Nc3ccccc3)cc2CC1=O	-3.1	3.9	0.2	-13.2	1.2[16.7 µM]	-15.9	45.6*
O=C(NCC1CCCO1)c1cc(Br)c(Br)s1 (stereo not given)	-15.2	6.7	2.4	-1.9	1.0	-7.0	-7.7
O=C(C[C@@H]1CC[C@H]2[C@@H](COC[C@@H](O)CN2C(=O)Nc2ccc(F)cc2)O1)NC1CCC1	x	-2.6	-0.5	5.8	1.0[16.7 µM]	x	0.1
O=C(NCCC(=O)N1CCN(c2cccc(Cl)c2)CC1)c1ccc(Br)cc1	11.8	-3.1	-1.3	-56.4	-9.7	-0.8	-4.6
CCc1nnc(NC(=O)CSc2nnc(Cc3ccccc3)n2-c2ccccc2)s1	7.6	-3.0	x	x	1.0	x	x
CCOc1ccccc1CN1CCN(C/C=C/c2ccc(OC)cc2)CC1CCO (stereo not given)	0.8	2.4	3.2	-42.8	3.5	6.0	1.3
COc1cc(C2=Nc3c(c(C)nn3-c3ccccc3)P(=O)(N3CCOCC3)O2)cc(OC)c1OC (stereo not given)	x	x	-0.9	2.0	-4.8	2.8	-0.6
Cc1ccc(S(=O)(=O)Nc2cccc3c2O[C@H](CN(C)S(=O)(=O)c2cccs2)[C@H](C)CN([C@H](C)CO)C3=O)cc1	-14.2	x	0.3	-6.3	-3.3[16.7 µM]	-17.5	x
COc1ccc(C(C)=O)cc1CSc1nnc(-c2ccncc2)n1C	11.9	-2.8	2.1	-22.3	-5.7	7.1	0.0
COc1ccc(C2/C=C\CN(S(=O)(=O)/C=C/c3ccccc3)CC(=O)N2Cc2ccc(F)cc2)cc1 (stereo not given)	24.6	4.0	0.5	-6.3	-7.9	-3.6	-6.4
COc1ccccc1N=Cc1c(O)c2ccccc2oc1=O	-11.7	4.4	x	-2.1	-9.7	x	x
C[C@@H]1CN([C@H](C)CO)C(=O)c2cccc(NC(=O)c3ccncc3)c2O[C@H]1CN(C)S(=O)(=O)c1ccc(F)cc1	-12.6	x	1.9	31.2	0.2[16.7 µM]	-0.6	15.5
CCCNC(=O)N1[C@H](C#N)[C@H](c2ccccc2C2=CCCC2)[C@@H]1CO	-0.2	-7.1	-2.9	-7.6	x	17.5	-4.0
Cc1ccc(S(=O)(=O)N(CC(=O)Nc2cccc(C(F)(F)F)c2)C(=O)N2CCN(C)CC2)cc1	8.1	-5.3	-3.3	-5.1	-7.2	1.8	-0.6
Cn1cccc1Cc1nnc(SCC(=O)NC2CCCCC2)n1CCc1ccccc1	-1.1	11.8	3.7	6.6	-4.1	5.7	3.3
O=C(COc1ccc2ccccc2c1)NCC(=O)N/N=C/c1ccco1	x	x	-4.4	-6.5	6.3	-4.4	-0.3
C[C@H](CO)N1C[C@H](C)[C@@H](CN(C)C(=O)Nc2ccc(F)cc2)Oc2c(NC(=O)Nc3ccc4c(c3)OCO4)cccc2C1=O	-14.8	x	0.1	-13.8	14.8[16.7 µM]	-3.6	10.2
CC(C)(C)OC(=O)NC(Cc1ccccc1)C(=O)N1CCC(C(=O)NCC(=O)Nc2ccc(F)cc2)CC1 (stereo not given)	8.1	-17.2	1.3	-27.5	2.9	-11.5	4.1
O=C(C[C@@H]1C=C[C@H](NC(=O)c2ccccc2)[C@@H](CO)O1)Nc1ccc(-c2ccccc2)cc1	47.3	-0.2	5.8	-5.8	x	-0.6	-10.0
CC(C)CCNC(=O)NC(=O)COC(=O)CCN=C1NS(=O)(=O)c2ccccc21	0.7	-2.6	0.2	-4.3	-3.6	6.2	-4.2
C[C@@H]1CN([C@@H](C)CO)C(=O)c2cc(NC(=O)Nc3ccccc3)ccc2O[C@@H]1CN(C)S(=O)(=O)c1ccc(F)cc1	x	-4.8	0.7	-26.3	7.8[16.7 µM]	-16.2	-5.2
Fc1cccc(-c2ccc(C3[C@H]4CNC[C@@H]3N4Cc3ccccn3)cc2)c1 (stereo not given in full)	1.9	-2.5	-0.7	1.6	x	-13.1	15.8
CC(C)CNC(=O)CCCc1c[nH]c2ccccc12	12.7	-5.4	x	x	11.9	x	x
O=C(Nc1ccc(Cl)cc1)c1csc(-c2ccncc2)n1	7.9	4.4	0.4	1.5	x	-21.0	-5.4
CCN(CC)CCNC(=O)c1nn(-c2ccc(Cl)cc2)c2c1CCc1cc(OC)ccc1-2	4.5	-16.3	-0.1	x	x	13.0	6.8
CCN(CC)C(=O)c1ncn(Cc2ccccc2)c1C(=O)N(CC)CC	14.0	-3.2	6.0	-1.6	-3.6	-7.0	-7.3
O=C(CS(=O)(=O)Cc1ccccc1)N1CCc2ccccc21	-27.5	8.8	x	x	-12.3	x	x
C[C@@H]1CN([C@@H](C)CO)C(=O)c2cc(NS(=O)(=O)c3cn(C)cn3)ccc2O[C@@H](C)CCCCO[C@@H]1CN(C)C(=O)c1ccncc1	14.4	x	-1.9	2.6	2.6[16.7 µM]	-0.6	-13.8
O=C(C(=O)N1CCc2ccccc2C1)c1cn(CC(=O)N2CCOCC2)c2ccccc12	-8.3	9.7	0.2	-2.1	-0.2	3.6	-2.9
CO[C@@H]1CN(C)C(=O)c2cc(NC(=O)C3CCOCC3)ccc2OC[C@@H](C)N(CC2CC2)C[C@H]1C	-3.0	0.7	-0.6	12.4	x	3.3	x
CCO/N=C(/C)c1c(O)cc(C(C)(C)C)n(-c2ccccc2)c1=O	7.2	-18.3	x	6.1	-4.0	x	x
C[C@H](CO)N1C[C@H](C)[C@H](CN(C)C(=O)C2CCCCC2)OCCCC[C@H](C)Oc2ccc(NC(=O)Nc3ccccc3)cc2C1=O	46.9	0.0	-1.1	-5.2	-5.5[16.7 µM]	-4.0	-13.1
CC(=O)c1cccc(CN2CCC(C(=O)Nc3ccc(-c4cccc(C)c4)cc3)CC2)c1	36.5	-1.8	-4.9	-17.5	-3.0	24.1	-9.0
CC(C)NC(=O)Nc1cccc2c1O[C@H](CN(C)Cc1ccc(Oc3ccccc3)cc1)[C@@H](C)CN([C@@H](C)CO)C2=O	12.7	x	-0.5	-7.5	10.4[16.7 µM]	7.4	-1.6
COc1ccc(C#Cc2cnc3c(c2)C(=O)N([C@H](C)CO)C[C@H](C)[C@H](CN(C)C(=O)NC2CCCCC2)O3)cc1OC	x	x	0.8	-15.7	-8.2[16.7 µM]	0.1	12.5
CN(Cc1ccccc1)C(=O)c1ccc(NC(=O)Cc2ccc(NC(=O)C3CCCN(C(=O)CCc4ccccc4)C3)cc2)cc1 (stereo not given)	29.4	4.4	-3.0	-11.4	-2.5	17.7	3.4
CCc1ccccc1OCC(=O)NCC1COc2ccccc2O1 (stereo not given)	-2.4	x	-0.9	-38.8	-5.4	1.2	-2.9
C[C@@H]1CN([C@H](C)CO)C(=O)c2cc(-c3ccc(C(=O)N(C)C)cc3)cnc2O[C@@H]1CN(C)C(=O)C1CC1	x	-10.7	0.5	-0.1	1.4[16.7 µM]	-7.8	4.4
COCC(=O)N(Cc1cc2cc(C)ccc2[nH]c1=O)c1ccc(C)c(C)c1	44.5	-4.7	1.4	3.5	-2.1	-8.3	-3.4
